Assay outcomes (PubChem)
Scp1 inh: blocks human Scp-1 phosphatase activity. Q9GZU7. Recombinant Scp1, phosphopeptide, malachite green phosphate absorbance. inhibition, % at 20 µM. hit rate 0.88% among 340,000. AID 493091;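 active = inhibition above about 50% at 20 µM, limit read from the data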;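 note: plate controls were DMSO wells with enzyme for no effect and wells lacking enzyme for full effect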
Target sequence (Q9GZU7 76-261 limits assumed): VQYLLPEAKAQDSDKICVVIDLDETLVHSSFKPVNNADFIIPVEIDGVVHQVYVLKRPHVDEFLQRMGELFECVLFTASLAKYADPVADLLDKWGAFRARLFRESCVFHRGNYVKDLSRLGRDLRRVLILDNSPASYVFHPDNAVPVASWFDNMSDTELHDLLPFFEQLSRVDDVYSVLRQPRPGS
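Incubation: 45 min enzyme reaction at room temperature / System: truncated SCP-1 phosphatase (76-261aa) / Reagent: Phospho 17-mer peptide substrate / Buffer or medium: Acidic Tris acetate buffer with magnesium and detergent / Signal: absorbance at 630 nm / Doses: one concentration, 20 µM, with 1.0% DMSO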
SUMO1-SIM PPI: alters human SUMO1 binding to SIM partners; P63165; SUMO1 binding to a labelled peptide, TR-FRET, 1 h; inhibition, % at 20 µM; hit rate 0.33% among 360,000; AID 602429; in the data active = inhibition above about 37%
Target sequence (P63165 whole entry, looked up): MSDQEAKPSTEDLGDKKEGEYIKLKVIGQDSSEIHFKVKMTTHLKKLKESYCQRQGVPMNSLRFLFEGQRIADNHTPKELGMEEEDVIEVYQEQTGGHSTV
TbMetRS inhib: blocks T. brucei methionyl-tRNA synthetase activity. purified T. brucei MetRS, ATP depletion, Kinase-Glo luminescence. inhibition, % at 11.9 µM. hit rate 0.4% among 360,000;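 active = inhibition above a per-plate cutoff of the control wells' mean inhibition plus 3 SD, cut at about 5.5% in these data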;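 note: 0% = DMSO wells median and 100% = median of wells with control inhibitor compound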
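Test system – parasite MetRS enzyme · Reagent – substrates ATP, L-methionine and bulk Escherichia coli tRNA · Doses – 11.9 µM compound single dose, 0.9% DMSO · Times – 15 min enzyme-compound preincubation, 2 h reaction, 10 min detection, 25 °C · Signal – Kinase-Glo luminescence, ATP depletion format · Controls – DMSO-only wells as low control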
DNMT1 block: inhibitors of human DNMT1; P26358; hit rate 0.83% among 360,000; DNMT1 molecular beacon, Hinp1I cleavage, fluorescence; inhibition (reported as % activation of signal), % at 10 µM; in the data active = inhibition above about 50%
LMPTP inh: blocks human LMPTP phosphatase | hit rate 0.22% among 360,000 | AID 651560 | inhibition, % at 20 µM | P24666 | recombinant LMPTP-A, OMFP fluorogenic substrate, fluorescence intensity;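 active = compounds that cut the enzyme signal by at least half of the control window in the single-dose screen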;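 note: plate controls were DMSO wells with enzyme plus substrate for no effect and substrate without enzyme for full effect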
Target sequence (P24666 whole entry, looked up): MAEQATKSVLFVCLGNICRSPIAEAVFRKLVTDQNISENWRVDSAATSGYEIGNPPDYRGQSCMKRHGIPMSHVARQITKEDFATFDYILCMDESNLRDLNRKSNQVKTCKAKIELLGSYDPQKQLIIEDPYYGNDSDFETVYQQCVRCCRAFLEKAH
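test system = LMPTP-A | amount = 0.625 nM LMPTP-A final | reagent = fluorogenic phosphatase substrate OMFP at 400 µM final | incubation = 50 min at room temperature | benchmarks = no-enzyme low control, uninhibited high control | medium = Bis-Tris pH 6.0, DTT, detergent | signal = fluorescence intensity of OMFP turnover product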
MLLE-PAM2 inh: inhibitors of microRNA-mediated deadenylation, human PABP1 MLLE binding | hit rate 0.36% among 360,000 | inhibition, % at 20 µM | AID 588489 | GST-MLLE / FITC-PAM2 fluorescence polarization; in the data active = inhibition above about 35%, passing the limit was not always enough;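 note: plate controls were DMSO wells with GST-MLLE for no effect and wells lacking GST-MLLE protein for full effect; some results filed as inactive read as strong as hits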
NadD inh: blocks S. aureus nicotinate mononucleotide adenylyltransferase. hit rate 0.78% among 360,000. purified NadD enzyme, colorimetric absorbance read-out. inhibition, % at 20 µM; in the data active = inhibition above about 26%; note: some compounds past the cut are filed as inactive
CSN inh: blocks human CSN-mediated cullin deneddylation; Q92905; AID 651999; hit rate 0.38% among 360,000; inhibition, % at 12.5 µM; Purified CSN, SCF-Nedd8-OG deneddylation, fluorescence polarization;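 active = pattern-corrected inhibition above about 35%, with an unprinted fluorescence ratio check between 0.5 and 1.5, limit read from the data, passing the limit was not always enough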;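 note: 0% = enzyme with substrate and 100% = substrate without enzyme; some results filed as inactive read as strong as hits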
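Test system: Human Csn5 produced in HEK293T cells | Compound: 12.5 µM single point | Times: 90 min, room temperature | Signal: Fluorescence polarization readout | Read-out basis: % inhibition of substrate cleavage by Csn5 | Controls: no-enzyme wells high, enzyme-with-substrate wells low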
STEP block: inhibitors of human striatal-enriched phosphatase STEP | P54829 | recombinant STEP, OMFP fluorogenic substrate, fluorescence | inhibition, % at 20 µM | hit rate 0.25% among 360,000 | AID 588621;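 active = inhibition at 20 µM, scaled per plate between control wells, above about 37%, limit read from the data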;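 note: 0% = DMSO with enzyme and substrate and 100% = substrate only without enzyme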
Target sequence (P54829 whole entry, looked up): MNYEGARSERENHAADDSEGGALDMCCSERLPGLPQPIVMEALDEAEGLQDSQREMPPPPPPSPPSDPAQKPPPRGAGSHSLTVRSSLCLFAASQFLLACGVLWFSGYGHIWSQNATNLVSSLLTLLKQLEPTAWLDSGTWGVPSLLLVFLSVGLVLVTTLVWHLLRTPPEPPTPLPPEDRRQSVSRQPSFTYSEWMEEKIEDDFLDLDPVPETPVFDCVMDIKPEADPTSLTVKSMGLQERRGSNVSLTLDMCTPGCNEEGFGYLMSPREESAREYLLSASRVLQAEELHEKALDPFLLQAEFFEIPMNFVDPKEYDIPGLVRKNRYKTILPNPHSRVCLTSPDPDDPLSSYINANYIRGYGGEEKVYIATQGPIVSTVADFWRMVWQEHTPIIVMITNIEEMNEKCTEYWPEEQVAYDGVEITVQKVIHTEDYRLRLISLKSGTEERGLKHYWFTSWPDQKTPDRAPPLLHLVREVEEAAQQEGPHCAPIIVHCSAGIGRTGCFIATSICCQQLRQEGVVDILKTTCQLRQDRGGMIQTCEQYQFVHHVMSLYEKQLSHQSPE
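medium = Bis-Tris buffer pH 6.0, 2.5 mM DTT, 0.005% Tween 20 | test system = STEP (striatal-enriched tyrosine phosphatase) enzyme, cell-free | measure = normalized % inhibition | compound dosing = 20 µM, 1% DMSO | also added = 25 µM OMFP | schedule = reaction 20 min, ambient temperature | measured by = fluorescence read at 480 nm ex / 540 nm em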
Rpn11 inh: inhibitors of human proteasome Rpn11. AID 588493. human 26S proteasome, Ub4-pepOG fluorescence polarization; 20S core pre-blocked with epoxomicin. calls only at 20 µM. O00487. hit rate 0.59% among 360,000;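 active = inhibition at 20 µM, scaled to each plate's controls, above about 33%, limit read from the data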
* hit, by the source's call; i = inactive; · = not tested or not shown.

A first look, 2 compounds:
SMILES	Scp1 inh	SUMO1-SIM PPI	TbMetRS inhib	DNMT1 block	LMPTP inh	MLLE-PAM2 inh	NadD inh	CSN inh	STEP block	Rpn11 inh
CCCCC(=O)Nc1cccc(NC(=S)NC(=O)C(C)C)c1	-14.1	-0.5	-0.1	5.9	-0.7	27.6	-1.8	-17.1	1.7	i
O=C(CSc1ncnc2nc[nH]c12)N1CCN(c2ccc(Cl)cc2)CC1	-4.9	-5.1	0.2	-1.7	-1.0	1.1	-3.0	0.9	4.6	i

The listing, previewed entries included:
SMILES	Scp1 inh	SUMO1-SIM PPI	TbMetRS inhib	DNMT1 block	LMPTP inh	MLLE-PAM2 inh	NadD inh	CSN inh	STEP block	Rpn11 inh
CCCCC(=O)Nc1cccc(NC(=S)NC(=O)C(C)C)c1	-14.1	-0.5	-0.1	5.9	-0.7	27.6	-1.8	-17.1	1.7	i
O=C(CSc1ncnc2nc[nH]c12)N1CCN(c2ccc(Cl)cc2)CC1	-4.9	-5.1	0.2	-1.7	-1.0	1.1	-3.0	0.9	4.6	i
CC1=C(C(=O)OC(C)C)C(c2ccc(F)cc2)NC(=O)N1 (stereo not drawn)	-4.9	1.8	-1.1	10.8	0.2	-5.9	-3.8	-3.2	-0.4	i
CCOC(=O)/C(C#N)=C\c1c(OCC)n(CC)c2ccccc12	-9.0	-15.5	-0.2	6.3	2.1	-6.5	-7.9	-6.3	-2.7	i
O=C(COc1ccc(Cl)cc1)N1CCN(c2cccc(C(F)(F)F)c2)CC1	-6.7	-2.6	-0.6	-7.3	3.2	8.3	-5.8	-0.4	7.6	i
COc1ccc(CN=CC2=C(O)CNC2=O)cc1OC	-4.6	-1.4	0.0	0.6	-1.8	-21.9	-5.8	-3.0	1.9	i
O=C(CSCc1ccc(F)cc1)NCc1ccc(F)cc1	-4.9	5.1	-0.4	-0.2	-0.1	-1.5	-7.8	-4.0	1.4	i
CC(=O)N/C(=C/c1ccc(OS(=O)(=O)c2ccc(C)cc2)cc1)C(=O)Nc1ccc(C(=O)O)cc1	0.8	-8.8	0.3	2.1	-0.2	-16.1	-9.4	-2.1	2.4	i
CC(=O)N1CCc2cc(C(=O)CN3CCC(C)CC3)ccc21	-9.2	1.3	0.8	-4.5	0.7	1.5	6.4	0.9	-2.0	i
Cc1ccc(CCNC(=O)C2CCN(C(=O)N(C)C)CC2)cc1	32.7	0.5	-0.1	1.3	-1.5	18.5	-1.1	-3.9	0.5	i
O=C(N/N=C/c1ccco1)c1cc(-c2ccc(Cl)cc2)n[nH]1	0.3	0.4	0.7	3.7	-0.5	-14.9	-3.1	2.0	-1.1	i
COCc1cc(N2CCOCC2)nc(-c2ccccc2)n1	-0.5	0.0	-0.6	1.1	-0.7	5.6	6.6	-7.3	4.4	i
CCN1CCN(CCCOc2ccccc2-c2ccccc2)CC1	-11.8	0.9	0.0	-5.2	0.4	-7.9	-15.4	-5.4	-1.0	i
CC1C(=O)N2CCCc3cc(NC(=O)C(=O)NCCc4ccccc4)cc1c32 (stereo not drawn)	-4.7	0.9	-0.8	-4.6	1.8	-18.8	-3.1	-5.6	-0.4	i
C/C(Cn1nnc2ccccc21)=N\NC(=O)c1ccc(Br)cc1	-6.9	5.1	0.9	-4.0	-0.9	-14.3	1.6	-2.8	0.7	i
CCN(CC)CCCNc1ncnc2scc(-c3ccc(F)cc3)c12	-6.0	2.1	-0.6	-3.5	3.2	-4.1	1.2	0.0	1.6	i
CC(C)[C@H](NC(=O)C1CCCC1)c1nc2ccccc2[nH]1	8.7	2.8	0.2	-1.6	-0.5	-8.5	-1.2	-1.7	0.7	i
C=CCOC(=O)C1=C(C)OC(N)=C(C#N)C1c1ccoc1 (stereo not drawn)	-0.3	5.2	-0.9	-5.1	-0.4	-20.3	6.7	6.8	-0.7	i
CC(C)C[C@H](NC(=O)c1[nH]cnc1C(=O)N[C@@H](C)c1ccccc1)C(=O)OCc1ccccc1	-5.2	-1.1	-0.6	-26.1	4.5	2.3	7.0	-1.0	0.9	i
Cc1ccc(N(C(=O)c2ccco2)C(C(=O)NC2CCCC2)c2ccco2)c(C)c1 (stereo not drawn)	-3.0	-1.4	-0.4	-1.0	-0.4	-1.3	-1.7	2.0	-1.9	i
Cc1cccc(C)c1NC(=O)COC(=O)c1ccc(N2CCCC2)c([N+](=O)[O-])c1	2.5	-1.2	-0.3	6.0	-0.7	26.0	3.3	-0.5	-4.0	i
CN(CC(=O)Nc1ccccc1Br)C(=O)c1cccc(S(=O)(=O)NCc2ccccc2)c1	-1.2	0.0	0.3	0.9	1.3	13.8	2.2	-0.9	-1.7	i
O=C(Nc1ccc(F)cc1Cl)c1ccc2c(=O)n3c(nc2c1)CCC3	2.2	-5.2	-0.7	-2.0	0.2	-28.2	0.6	2.1	-0.2	i
Cn1c(CCN2CCOCC2)nc2cc(NC(=O)COc3ccc([N+](=O)[O-])cc3)ccc21	-4.7	-14.1	0.6	2.3	1.2	-7.2	-0.9	0.0	4.9	i
CCc1nc(CN2CCN(c3ccc(C(F)(F)F)cn3)CC2)c(C)[nH]1	-13.6	1.3	-0.8	-1.9	0.6	4.2	-10.1	-0.9	1.8	i
O=C(CSc1nc2ccccc2s1)Nc1ccc(Cl)c(C(=O)O)c1	-2.2	15.2	-0.2	1.9	-0.6	15.5	3.4	0.1	2.9	i
O=C(NCc1ccc2c(c1)OCO2)C1CCCN1C(=O)Nc1ccc(Cl)cc1 (stereo not drawn)	-4.9	2.9	3.0	0.5	0.0	-5.9	-6.3	1.8	-4.4	i
CCOC(=O)C1C(c2ccccc2Cl)NC(=O)N(C)C1(O)C(F)(F)F (stereo not drawn)	0.0	0.3	-1.4	0.1	0.4	-3.9	-4.7	-2.3	0.7	i
CC(=O)Oc1ccc(Cn2c(C)c(C(=O)NCc3cccc(C(F)(F)F)c3)sc2=O)cc1	·	0.0	-0.3	-0.1	0.9	-1.6	-9.0	-1.2	-1.0	i
COc1ccc(S(=O)(=O)Nc2cccc(F)c2C)cc1C(=O)N1CCOCC1	-4.5	-1.5	-0.9	0.5	-1.0	-13.3	-6.0	-1.6	1.1	i
CC(C)[C@H](NC(=O)N1CC(=O)Nc2ccccc21)C(=O)N[C@@H](C(=O)O)c1ccccc1	-11.2	0.4	0.3	1.6	-2.1	-2.6	-0.5	-0.3	-1.1	i
COc1ccc(-c2c3c(=O)n(C)c(=O)n(C)c3cn2-c2cccc(OC)c2)cc1	3.1	-2.0	-0.4	0.0	0.0	-12.3	3.1	0.9	2.0	i
COC(=O)c1ccc(NC(=O)CC(=O)Nc2ccc(C(=O)OC)cc2)cc1	5.3	-1.8	-0.8	-0.6	2.7	4.8	0.6	5.4	0.6	i
O=C(CSc1n[nH]c(=O)n1C1CC1)Nc1ccc(F)c(Cl)c1	-3.8	1.3	-0.1	-1.3	-0.2	-8.9	-3.8	0.9	-1.9	i
Cc1ccc(-c2cc(C(F)(F)F)n3nc(C(=O)Nc4c(C)n(C)n(-c5ccccc5)c4=O)cc3n2)cc1	2.6	-23.2	0.5	-1.8	0.5	-0.2	8.9	3.0	-3.1	i
O=C(CN(CCO)c1ccccc1)Nc1ccc(Cl)c(S(=O)(=O)N2CCOCC2)c1	-1.4	3.2	0.2	-2.7	0.7	7.0	-1.3	1.1	2.0	i
O=C(COC(=O)c1cc(S(=O)(=O)N2CCOCC2)ccc1F)Nc1c(Cl)cccc1C(F)(F)F	-7.6	-2.8	0.3	0.0	-1.2	0.4	-4.8	-1.3	0.0	i
COc1cccc(C(=O)NCc2cn3ccsc3n2)c1	-16.7	7.3	0.0	-3.2	-0.9	-7.8	-2.9	2.9	0.4	i
Cc1ccc(CNC(=O)C2C3C=CC(C3)C2C(=O)O)cc1 (stereo not drawn)	0.5	2.3	0.6	4.0	-2.6	1.4	-1.2	5.5	-1.8	i
CC(=O)Nc1nnc(COc2ccc(Cl)cc2)s1	-3.0	0.0	-0.6	-6.3	-1.3	4.2	-6.2	2.0	-2.1	i
COc1ccc(-c2nc(CS(=O)CC(=O)N3CCN(C)CC3)c(C)o2)cc1OC (stereo not drawn)	-8.2	4.8	-0.2	1.4	-1.0	16.9	-0.9	-1.5	-0.4	i
COc1ccc(/C=N/NC(=S)SC)cc1OC	-3.4	-0.8	-0.1	-5.6	-0.1	16.0	-4.2	2.4	0.0	i
N#CC1=C(N)OC2=C(CCc3ccccc32)C1c1ccccc1Cl (stereo not drawn)	-30.4	-13.1	0.6	-24.5	3.3	-14.8	4.8	6.8	-1.5	i
CN1c2ccccc2C(C)(C)C12CC(c1ccc(S(=O)(=O)N3CCCCC3)cc1)=NO2 (stereo not drawn)	-6.7	-5.0	-0.3	-1.9	0.4	24.3	-1.2	-2.1	1.3	i
Cc1ccc(OCC(=O)N2CCC3(CC2)CC(=O)c2ccccc2O3)cc1	1.2	-3.1	-0.2	0.7	-0.6	-0.5	-2.1	-4.3	1.1	i
O=c1cc(-c2ccccc2)c2c(O)cc(O)cc2o1	-9.4	-18.4	0.1	-2.6	-1.2	0.7	-2.2	-1.5	0.3	i
COc1ccc(CCNC(=O)C(=O)NCC2OCCN2S(=O)(=O)c2ccc(Cl)cc2)cc1OC (stereo not drawn)	-11.9	0.2	-0.8	-14.5	-0.8	-7.4	-6.0	-1.8	-2.2	i
Cc1nn(CC#N)c(=O)n1-c1ccccc1F	-0.4	-1.4	-0.8	5.0	-0.7	4.4	7.5	-3.3	-0.1	i
Cc1nnc(SCC(=O)N2c3ccccc3C(C)(c3ccccc3)CC2(C)C)s1 (stereo not drawn)	-11.8	4.5	0.1	-0.3	2.8	1.4	-1.0	1.7	2.1	i
COc1cccc(NC(=O)Cn2c(CCC(=O)O)ccc2-c2cccs2)c1	-0.8	4.2	-1.6	-1.3	0.3	14.9	3.0	8.4	-0.5	i
COc1ccc(CCNC(=O)/C=C/c2ccco2)cc1OC	1.4	-6.1	-0.9	1.6	-0.1	-7.3	-1.9	1.8	1.1	i
CC(C)Oc1ccc2c(=O)c(-c3ccccc3)coc2c1	-11.3	4.5	-0.3	0.7	-0.3	2.4	-5.3	-4.1	-2.1	i
